STAT3 inh = inhibitors of IL-6 induced STAT3 signaling. 190,000 tested, 0.89% active. U3A cells, IL-6 STAT3-luciferase reporter, luminescence; host cell line lacks STAT1. inhibition, % at 5.5 µM;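 active means inhibition above the mean inhibition across all screened compounds plus 3 SD, cut at about 44% in these data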;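 further: 0% = DMSO only wells and 100% = 100 µM nifuroxazide control wells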
PPARg SRC1 recr = agonists of human PPARgamma SRC-1 coactivator recruitment. 200,000 tested, 0.41% active. AID 631. activation, % at 8 µM. P37231. PPARgamma-SRC-1 coactivator recruitment biochemical assay; in the data active means activation above about 19%;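 further: 0% = DMSO and 100% = reference agonist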
Target sequence (P37231 whole entry, looked up): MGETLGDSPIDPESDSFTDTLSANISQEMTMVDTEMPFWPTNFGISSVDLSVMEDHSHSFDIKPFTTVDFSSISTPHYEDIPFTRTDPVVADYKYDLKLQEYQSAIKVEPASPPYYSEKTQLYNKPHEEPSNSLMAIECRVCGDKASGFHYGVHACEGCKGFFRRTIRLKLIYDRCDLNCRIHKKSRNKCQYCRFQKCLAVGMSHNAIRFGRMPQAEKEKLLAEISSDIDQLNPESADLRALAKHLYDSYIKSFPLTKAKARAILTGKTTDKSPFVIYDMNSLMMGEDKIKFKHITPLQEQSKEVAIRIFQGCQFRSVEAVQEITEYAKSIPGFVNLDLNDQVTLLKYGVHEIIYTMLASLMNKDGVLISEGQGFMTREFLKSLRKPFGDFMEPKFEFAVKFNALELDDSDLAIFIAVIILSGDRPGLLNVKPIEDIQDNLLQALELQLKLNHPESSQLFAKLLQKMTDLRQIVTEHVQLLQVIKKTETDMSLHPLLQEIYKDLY
RAM inhibit = yeast RAM network inhibition. S. cerevisiae dse1pr::URA3 reporter, 5-FOA growth OD615, 2 d; analog-sensitive cbk1-as2 kinase mutant strain. inhibition, % at 50 µM. 190,000 tested, 1.8% active. AID 868;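 active means inhibition above a set limit, 3 SD over mean compound inhibition, cut at about 8.4% in these data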;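 further: 0% = DMSO-only wells with no growth and 100% = 10 µM 1-NA-PP1 full growth; inhibition rescues growth on 5-FOA so higher OD means more RAM inhibition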
STAT3 act = increases IL-6 driven STAT3 reporter signal. U3A cells, IL-6 STAT3-luciferase reporter, luminescence; 100% = signal with IL-6 EC80 alone. activation (% of control), % at 5.6 µM. 190,000 tested, 0.91% active. AID 871;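 active means activation above the screen-wide mean of compound activation plus 3 SD, cut at about 130% in these data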;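 further: 0% = background luminescence of wells with medium and substrate only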
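Material: STAT1-lacking human U3A cells, STAT3 luciferase reporter | Benchmarks: IL-6-only wells as 100% reference | Probe or stimulus: IL-6 (33 ng/mL) | Timing: Compound 1 h, then IL-6 6 h at 37 °C | Detection: Luminescence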
STAT1 inh = reduces IFN-gamma driven STAT1 reporter signal. NIH 3T3 STAT1-luciferase reporter, luminescence. inhibition, % at 5.5 µM. 200,000 tested, 0.35% active. AID 920;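 active means inhibition above a set limit, the mean inhibition across all tested compounds plus 3 SD, cut at about 34% in these data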;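 further: 0% = IFN-gamma with DMSO and 100% = IFN-gamma with 300 µM nifuroxazide; values of inactives mirror those of a sister screen read the other way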
S1P3 antag = antagonists of human S1P3 receptor | CHO S1P3 NFAT-BLA reporter, FRET fluorescence, antagonist mode | inhibition, % at 4.98 µM | 170,000 tested, 0.27% active | AID 485;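 active means inhibition above the plate cutoff, the mean inhibition of test wells on that plate plus 3 SD, cut at about 28% in these data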;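 further: cells challenged with S1P at its EC80 of 0.8 µM; blue over green emission ratio from cleaved BLA substrate after 4 h stimulation; 0% = S1P-stimulated wells and 100% = unstimulated DMSO-only wells; some compounds past the cut are filed as inactive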
ROMK mod = modulators of human ROMK potassium channel | 130,000 tested, 2% active | AID 1918 | B-score at 10 µM | P48048 | Tet-inducible ROMK, thallium flux fluorescence; actives lie on both sides;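 active means signal ratio slope over the read window, or its plate-corrected B-score, at least 3 SD from the plate mean, either direction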;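 further: B-score of the F/F0 ratio slope over 7 to 12 s after thallium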
Target sequence (P48048 whole entry, looked up): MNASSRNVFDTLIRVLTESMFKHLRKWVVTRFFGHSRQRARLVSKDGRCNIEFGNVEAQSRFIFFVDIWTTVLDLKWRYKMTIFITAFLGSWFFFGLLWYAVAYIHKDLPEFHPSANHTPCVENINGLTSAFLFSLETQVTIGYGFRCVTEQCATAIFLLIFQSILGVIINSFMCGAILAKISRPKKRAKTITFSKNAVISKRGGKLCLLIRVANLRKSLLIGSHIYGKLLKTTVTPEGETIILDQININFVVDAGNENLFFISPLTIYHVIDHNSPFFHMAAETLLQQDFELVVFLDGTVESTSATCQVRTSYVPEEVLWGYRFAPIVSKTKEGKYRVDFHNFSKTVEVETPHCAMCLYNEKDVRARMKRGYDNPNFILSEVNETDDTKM
TR-FRET SRC-2 ct = counter-screen for PPARgamma SRC-2 recruitment agonists: TR-FRET artefact; TR-FRET ratio at 8 µM; hits give high values; 200,000 tested, 0.4% active; in the data active means TR-FRET ratio above about 2000; further: inactives centre near 1500
TLR4 MyD88 comp = blocks binding of human TLR4 to MyD88 | HeLa CL3-4 TLR4/MyD88 BLA complementation, FRET ratio | inhibition, % at 8.4 µM | 200,000 tested, 0.18% active; in the data active means inhibition above about 25%;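 further: 0% = vehicle and 100% = reference inhibitor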
PPARg SRC2 recr = agonists of SRC-2 recruitment by human PPARgamma; PPARgamma LBD-SRC-2 recruitment, biochemical; activation, % at 8 µM; 200,000 tested, 0.34% active; AID 1032; in the data active means activation above about 22%;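 further: 0% = vehicle and 100% = reference agonist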
PPARg SRC-3 ag = promotes SRC-3 coactivator recruitment by human PPARgamma; P37231; biochemical PPARgamma/SRC-3 coactivator recruitment assay; activation, % at 8 µM; 200,000 tested, 0.26% active; AID 731; in the data active means activation above about 23%;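 further: 0% = DMSO and 100% = reference agonist; some compounds past the cut are filed as inactive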
* hit, by the source's call; x = no result given.

Values run as follows: STAT3 inh | PPARg SRC1 recr | RAM inhibit | STAT3 act | STAT1 inh | S1P3 antag | ROMK mod | TR-FRET SRC-2 ct | TLR4 MyD88 comp | PPARg SRC2 recr | PPARg SRC-3 ag
- O=C(Nc1ccccc1OC(F)F)c1ccccc1
  15 | -1 | -0.6 | 90 | 0 | -1 | x | 1624 | 1 | -2 | 2
- CCOC(=O)c1cccc(NC(=O)CSc2nnc(C3CCCCC3)n2CC)c1
  3 | -2 | 0.8 | 100 | -3 | -25 | x | 1467 | -3 | -8 | -12
- O=C(O)CSCc1ccc(Cl)cc1
  12 | 0 | 0.0 | 93 | -2 | -38 | -0.062 | 1306 | 5 | 4 | -3
- C#CCNC(=O)C1=C[C@@H](c2ccc(Br)cc2)[C@H](CCCO)[C@@H](OCC)O1
  x | -2 | 0.9 | x | 4 | -8 | x | 1536 | 2 | -2 | 1
- CC(C)c1onc(C(=O)N2CCOCC2)c1[N+](=O)[O-]
  -1 | -5 | -0.4 | 106 | -6 | -4 | -0.87 | 1481 | 12 | -8 | -2
- COCCN(C(=O)CC(C)(C)C)c1nnc(-c2cccnc2)s1
  -1 | 2 | 0.2 | 103 | -1 | x | x | 1515 | -9 | 1 | 0
- CC(=O)c1cccc(NS(=O)(=O)c2c(C)n[nH]c2C)c1
  -3 | 7 | 0.8 | 103 | 0 | x | 0.033 | 1577 | 8 | -2 | -5
- CN1C(=O)C2(C(C#N)=C(N)N(c3ccc(Cl)cc3)C3=C2C(=O)CC(C)(C)C3)c2ccccc21 (configuration not stated)
  3 | 4 | -1.7 | 101 | -1 | x | 0.17 | 1443 | -19 | 1 | -1
- CCCc1nn(CCc2ccccn2)c(N)c1CC
  -7 | -9 | 2.2 | 109 | 4 | -43 | 0.017 | 1388 | -3 | -6 | 4
- CCOc1ccc(/C=N/n2c(C)nnc2C)cc1OC
  6 | 0 | 1.6 | 96 | 0 | -10 | 0.4 | 1391 | 3 | -6 | 1
- CC1(C)CC(=O)C2=C(C1)N(c1ccccc1)C(N)=C(C#N)C2c1ccccc1 (configuration not stated)
  -2 | 2 | 2.4 | 104 | 9 | x | x | 1533 | 9 | 8 | -4
- O=C(CSc1cccc[n+]1[O-])Nc1cc2c(cc1Cl)C(=O)c1ccccc1C2=O
  -14 | 4 | 0.3 | 110 | -17 | -34 | 0.027 | 1568 | -9 | 1 | 4
- Cc1cc([N+](=O)[O-])c2c(c1C)C1C=CCC1C(c1ccccn1)N2 (configuration not stated)
  -6 | -5 | 0.9 | 110 | 9 | -2 | -0.65 | 1479 | 10 | 1 | 4
- COc1cccc(COc2ncnc3sccc23)c1
  0 | 0 | 0.9 | 105 | 3 | 0 | 0.071 | 1713 | -1 | 6 | 2
- Cc1ccc(S(=O)(=O)N2CCN(C3CC(=O)N(CCc4ccccc4)C3=O)CC2)cc1C (configuration not stated)
  8 | 1 | 0.3 | 95 | 2 | x | x | 1543 | 0 | 4 | 0
- CN1/C(=C\C(=O)c2cccs2)C(C)(C)c2ccccc21
  -7 | 12 | 2.4 | 106 | -30 | -2 | -0.34 | 1683 | 3 | 5 | 2
- Cc1nc2c(c(C)c1C#N)C(=O)c1ccccc1-2
  -6 | 2 | 5.2 | 102 | 10 | 9 | -0.95 | 1546 | -6 | 3 | 3
- CCOc1ccccc1NC(=O)CSc1c(C)n[nH]c1C
  0 | 2 | 2.2 | 102 | 1 | -6 | 0.17 | 1496 | -8 | -3 | -3
- COc1ccccc1NCCC(=O)OCC(=O)NCc1ccco1
  6 | 4 | 0.1 | 98 | 1 | -6 | x | 1583 | -3 | 3 | 5
- COCCNc1c(-c2ccc(OC)cc2)nc2ccc(Cl)cn12
  14 | 11 | -0.5 | 92 | -25 | 1 | -0.61 | 1679 | 0 | 4 | 4

Just STAT3 act, ROMK mod and RAM inhibit (three entries from above):
smiles | STAT3 act | ROMK mod | RAM inhibit
CCCc1nn(CCc2ccccn2)c(N)c1CC | 109 | 0.017 | 2.2
CCOc1ccc(/C=N/n2c(C)nnc2C)cc1OC | 96 | 0.4 | 1.6
CC1(C)CC(=O)C2=C(C1)N(c1ccccc1)C(N)=C(C#N)C2c1ccccc1 (configuration not stated) | 104 | x | 2.4

Following part:
Values run as follows: STAT3 inh | PPARg SRC1 recr | RAM inhibit | STAT3 act | STAT1 inh | S1P3 antag | ROMK mod | TR-FRET SRC-2 ct | TLR4 MyD88 comp | PPARg SRC2 recr | PPARg SRC-3 ag
- Cc1c(NC(=O)c2ccc(N3CCCC3)c([N+](=O)[O-])c2)cccc1-c1nc2ccccc2s1
  16 | 3 | 7.3 | 94 | 5 | x | x | 1387 | 5 | -9 | -6
- CCCCn1c(SCc2ccccn2)nc2c1c(=O)n(C)c(=O)n2C
  3 | -2 | 2.4 | 100 | 5 | x | -0.28 | 1722 | -3 | 14 | 10
- Cc1ccccc1NC(=S)N(CCCN1CCC(C)CC1)Cc1ccco1
  -1 | -3 | 0.1 | 101 | -1 | 8 | -2.5* | 1773 | -2 | -1 | 2
- COc1ccc(-c2[nH]nc3oc(=O)cc(C)c23)cc1
  5 | 2 | 1.2 | 96 | -2 | x | -0.1 | 1585 | -2 | 6 | 20
- Cc1ccsc1/C=C(\C#N)C(=O)Nc1c(C)n(C)n(-c2ccccc2)c1=O
  5 | -6 | -0.1 | 99 | -1 | -15 | 0.39 | 1556 | 10 | -1 | 0
- Cn1c(=O)c2c(n(Cc3ccccc3)c1=O)NC(=O)C2CC(=O)N1CCc2ccccc2C1 (configuration not stated)
  1 | 7 | 1.9 | 103 | -5 | -22 | x | 1654 | 5 | 8 | 6
- CCOC(=O)NCc1ccc2c(c1)OCO2
  9 | 7 | 0.1 | 97 | -1 | -20 | x | 1617 | -9 | 8 | 9
- N/C(=N\OC(=O)COc1ccccc1)c1ccccn1
  -11 | -2 | -1.0 | 108 | -29 | 3 | 1.5 | 1553 | 0 | -6 | -1
- O=C(NNS(=O)(=O)c1ccc(Cl)cc1)C1CCN(Cc2ccccc2)CC1
  0 | -1 | -0.1 | 102 | -7 | x | x | 1565 | 6 | 8 | -3
- FC(F)(F)c1nnc(-c2ccccc2)nc1Oc1ccccc1
  -8 | 4 | 2.0 | 112 | 0 | x | x | 1649 | 3 | 2 | 1
- O=C(Oc1cccc(NC(=O)c2ccco2)c1)c1cccc(S(=O)(=O)N2CCCC2)c1
  10 | 10 | 6.6 | 96 | 0 | -49 | x | 1624 | -3 | 10 | 2
- COc1ccc(C(=O)N2c3ccc(F)cc3CCC2C)cc1OC (configuration not stated)
  3 | -1 | 1.2 | 100 | 2 | -12 | x | 1652 | -11 | 5 | 0
- S=C(NCCCN1CCOCC1)N1CCN(c2nc(-c3ccc(Cl)cc3)cs2)CC1
  26 | 3 | 1.0 | 80 | 26 | -7 | -0.42 | 1654 | -5 | -2 | 5
- CCc1ccc(NC(=O)Cc2cn(C)c3ccccc23)cc1
  -22 | 0 | 2.6 | 124 | -5 | x | 0.76 | 1520 | -4 | 2 | -4
- O=C(NCc1ccccn1)NC1CCCCC1
  -2 | 1 | 0.7 | 105 | -2 | -15 | 1 | 1586 | 3 | -2 | 3
- Clc1ccc(CNc2cnccn2)cc1
  9 | -6 | 0.8 | 96 | 6 | 0 | -0.36 | 1595 | 1 | 6 | 4
- Cc1cc2c(c(=O)n1CCN(C)C)C(c1ccc(Cl)cc1)C(C#N)=C(N)O2 (configuration not stated)
  4 | -7 | 0.2 | 100 | 2 | 14 | x | 1560 | 7 | 0 | 7
- COc1ccc(C2C(C(=O)c3ccc(C)o3)=C(O)C(=O)N2c2cc(C)on2)cc1OC (configuration not stated)
  4 | 1 | 3.1 | 101 | -4 | -49 | -0.021 | 1569 | 4 | 3 | -9
- CCCCN1C2CCCC1CC(NC(=O)C1CCCCC1)C2 (configuration not stated)
  4 | 0 | 0.2 | 100 | -6 | x | -0.03 | 1408 | 10 | 8 | 6
- COc1ccc(CN(Cc2cc3cc(C)ccc3[nH]c2=O)C(=O)N(C)C)cc1
  12 | 4 | 5.2 | 95 | 8 | 5 | x | 1603 | 1 | 15 | -5
- Nn1c(Cc2ccccc2F)n[nH]c1=S
  8 | 1 | 1.0 | 99 | 7 | -3 | 1.9 | 1661 | -1 | -3 | 5
- Cc1ccc(-c2nn(-c3ccccc3)cc2C(=O)N2CCOCC2)cc1
  8 | 0 | 0.7 | 99 | -1 | 26 | x | 1584 | 9 | 7 | 2
- O=C(CSc1nnc(Cc2cc(=O)[nH]c(=O)[nH]2)n1-c1ccc(Cl)cc1)NC1CCCC1
  -2 | -2 | 2.1 | 109 | -6 | 16 | x | 1605 | -5 | -1 | 1
- CCCCSc1nc(C)cc(NC(=S)Nc2ccc(OC)cc2)n1
  0 | -10 | 2.3 | 101 | -7 | x | x | 1622 | -4 | 5 | -5
- COc1cccc(C(=O)Nc2ccc(C3CC3(Cl)Cl)cc2)c1 (configuration not stated)
  16 | 0 | 2.8 | 89 | -60 | 17 | 0.053 | 1523 | 3 | 9 | 1
- Cc1cc(C)n(-c2ccc(C(=O)Nc3cccc([N+](=O)[O-])c3)cc2)n1
  23 | -8 | 2.0 | 83 | 7 | 2 | 0.052 | 1358 | 5 | -5 | -2
- CCOc1ccccc1NC(=O)C1CCCN(S(=O)(=O)c2c(C)[nH]c(=O)[nH]c2=O)C1 (configuration not stated)
  10 | 2 | 3.7 | 96 | 10 | x | 2.3 | 1691 | 2 | 9 | 8
- C=CCNC(=O)COc1cc(C)ccc1C
  2 | -5 | 0.9 | 99 | -9 | -14 | 0.99 | 1493 | 8 | -1 | 1
- CCCCNC(=O)Oc1cccc(N2CCCC2=O)c1
  7 | 0 | 0.7 | 97 | 2 | x | x | 1455 | -5 | -12 | 0
- COc1ccc(-c2ccnc(-c3ccc(OCCCF)cc3)n2)cc1
  26 | -3 | 3.5 | 83 | -7 | x | x | 1626 | 2 | 4 | 5
- CC(=O)NCCn1c(SCc2ccc(C)cc2)nc2ccccc2c1=O
  16 | 4 | 1.6 | 96 | 0 | x | x | 1706 | -7 | 11 | -3
- C=C(C)CNC(=S)Nc1cccc2cnccc12
  10 | -1 | -0.2 | 96 | 8 | 5 | x | 1464 | -17 | 0 | 0
- Cc1cc(C(=O)Nc2ccc3c(c2)CCC3)c2ccccc2n1
  2 | -4 | 2.7 | 102 | -2 | 11 | 0.84 | 1546 | 4 | -6 | -2
- Cc1ccc(C(=O)NCCc2ccc(S(=O)(=O)N3CCCC3)cc2)cc1
  9 | 4 | -0.2 | 96 | 8 | -11 | x | 1639 | 9 | 0 | 0

Screening data deposited in PubChem by several laboratories.
